Screening results: PubChem BioAssay, Sanford-Burnham Center for Chemical Genomics
APJ antagonist: APJ receptor antagonism; P35414; CHO-K1 APJ beta-arrestin complementation, luminescence; inhibition, % at 20 µM; actives 0.32% (n = 330,000); AID 2521;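 active means inhibition above about 40% at 20 µM, limit read from the data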;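 further: cells challenged with 10 nM apelin-13 agonist together with compound; plate controls were apelin-13 plus DMSO wells for no effect and DMSO wells lacking apelin-13 for full effect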
Target sequence (P35414 whole entry, looked up): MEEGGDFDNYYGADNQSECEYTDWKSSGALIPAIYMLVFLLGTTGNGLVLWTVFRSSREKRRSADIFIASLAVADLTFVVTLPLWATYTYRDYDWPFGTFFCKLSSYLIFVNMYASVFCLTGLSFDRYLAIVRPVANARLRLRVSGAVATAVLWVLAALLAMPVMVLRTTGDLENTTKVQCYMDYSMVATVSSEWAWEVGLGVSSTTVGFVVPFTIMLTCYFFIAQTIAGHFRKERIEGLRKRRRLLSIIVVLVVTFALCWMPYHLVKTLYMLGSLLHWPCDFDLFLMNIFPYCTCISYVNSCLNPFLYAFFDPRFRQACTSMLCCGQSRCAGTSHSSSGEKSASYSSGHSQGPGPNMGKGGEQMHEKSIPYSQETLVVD
CXCR6 block: CXCR6 (human) receptor inhibition; O00574; CHO-K1 PathHunter CXCR6 beta-arrestin, luminescence; inhibition, % at 20 µM; actives 0.36% (n = 360,000); AID 602244; in the data active means inhibition above about 34%, passing the limit was not always enough;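 further: antagonist mode with CXCL16 agonist at 10 nM final; 0% = 10 nM CXCL16 with DMSO and 100% = unstimulated wells without agonist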
Target sequence (O00574 whole entry, looked up): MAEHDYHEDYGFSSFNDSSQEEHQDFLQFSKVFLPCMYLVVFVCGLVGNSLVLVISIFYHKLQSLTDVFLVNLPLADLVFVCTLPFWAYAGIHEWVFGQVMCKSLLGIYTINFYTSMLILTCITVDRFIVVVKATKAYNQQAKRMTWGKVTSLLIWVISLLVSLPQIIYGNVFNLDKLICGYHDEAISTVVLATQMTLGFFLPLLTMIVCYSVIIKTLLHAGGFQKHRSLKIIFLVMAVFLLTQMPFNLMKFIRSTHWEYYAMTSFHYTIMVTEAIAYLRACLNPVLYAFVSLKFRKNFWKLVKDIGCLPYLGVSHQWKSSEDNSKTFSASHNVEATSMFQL
Gli-Sufu antag: blocks Gli-Sufu signaling in a luciferase reporter; Sufu-KO-LIGHT fibroblasts, Gli luciferase reporter luminescence; inhibition, % at 5 µM; actives 0.74% (n = 340,000); AID 588413;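 active means inhibition above about 55%, limit read from the data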;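 further: 0% = DMSO-treated cells and 100% = wells with medium but no cells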
Jurkat NFkB inh: inhibitors of the PMA/ionomycin-induced NF-kB reporter in Jurkat cells; PMA/ionomycin-induced NF-kB luciferase reporter, luminescence; inhibition, % at 4 µM; actives 0.53% (n = 330,000); in the data active means inhibition above about 50%
EBI2 block: EBI2 (human) antagonism; P32249; EBI2 beta-arrestin recruitment, luminescence, 7a,25-OHC stimulated; inhibition, % at 5 µM; actives 0.81% (n = 360,000); AID 651636; in the data active means inhibition above about 38%;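 further: enzyme fragment complementation signal reports receptor beta-arrestin coupling in cells; 0% = agonist plus DMSO wells and 100% = wells without agonist; some results beyond the cut were filed as inactive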
Target sequence (P32249 whole entry, looked up, the tested form may be a part): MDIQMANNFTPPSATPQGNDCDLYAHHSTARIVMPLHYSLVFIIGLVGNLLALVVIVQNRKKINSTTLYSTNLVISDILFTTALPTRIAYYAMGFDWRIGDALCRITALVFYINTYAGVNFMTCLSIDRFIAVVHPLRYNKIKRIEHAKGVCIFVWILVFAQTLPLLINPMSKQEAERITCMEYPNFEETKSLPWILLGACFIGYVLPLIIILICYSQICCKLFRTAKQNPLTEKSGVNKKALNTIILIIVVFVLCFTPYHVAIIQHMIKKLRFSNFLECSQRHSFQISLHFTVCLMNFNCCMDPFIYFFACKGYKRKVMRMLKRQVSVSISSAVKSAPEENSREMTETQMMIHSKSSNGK
697 NFkB inh: lowers PMA/ionomycin-induced NF-kB signal in 697 B cells. 697 B-cell NF-kB luciferase reporter, 16 h. inhibition, % at 4 µM. actives 0.33% (n = 330,000); in the data active means inhibition above about 35%
CCR6 antagonist: antagonists of human CCR6 receptor; CHO-K1 CCR6 PathHunter beta-arrestin, luminescence, CCL20-stimulated; inhibition, % at 20 µM; actives 0.49% (n = 340,000); AID 493098;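 active means compounds whose inhibition of the agonist-driven luminescence signal at 20 µM reaches about 50%, limit read from the data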;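 further: cells stimulated with CCL20 at 14 nM final; plate controls were DMSO with CCL20 for no effect and DMSO without agonist for full effect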
UBC13 inh: inhibitors of human UBC13 polyubiquitin chain formation; P61088; TR-FRET; inhibition, % at 20 µM; actives 0.47% (n = 330,000); in the data active means inhibition above about 45%, passing the limit was not always enough
Numbers without * were called inactive; · = no result given.

SMILES | APJ antagonist | CXCR6 block | Gli-Sufu antag | Jurkat NFkB inh | EBI2 block | 697 NFkB inh | CCR6 antagonist | UBC13 inh
CCc1sc(C(=O)NNC(=O)CNC(=O)c2ccccc2F)cc1C | -7.8 | -9.0 | -9.0 | 0.6 | -6.6 | 25.2 | 4.5 | 6.9
N#C/C(=C/c1ccc(N2CCOCC2)c([N+](=O)[O-])c1)C(N)=O | 6.7 | 3.1 | 6.0 | 1.9 | -7.7 | 1.7 | 14.0 | -27.5
N#CCOc1coc(CN2CCN(c3cccc(Cl)c3)CC2)cc1=O | 22.2 | 0.1 | -14.2 | -14.6 | 6.5 | 4.8 | 16.1 | 7.1
CC(C)CSc1nnc(N)s1 | 8.3 | -11.8 | -3.8 | -1.4 | -13.4 | -5.0 | 8.7 | 0.4
COc1ccc(CCNc2nncc(=O)[nH]2)cc1OC | 8.2 | -1.6 | -2.5 | 10.7 | -8.5 | 17.7 | 4.8 | 8.3
Cc1cccc(OCCCC(=O)NNC(=O)CCN2CCN(c3ccccc3)CC2)c1 | 13.3 | 1.4 | -4.8 | -17.7 | -3.1 | -21.2 | 6.2 | -0.7
O=S(=O)(O)c1ccc(N=NNc2ccc(Br)cc2)cc1 | 1.1 | 2.1 | -3.3 | 2.8 | 6.9 | 2.9 | 16.9 | -0.5
CN(c1ccc(C(=O)NCCSCc2ccccc2)cc1)S(=O)(=O)c1ccccc1 | 18.7 | 2.6 | -13.5 | 17.2 | -1.7 | 22.6 | 4.3 | 2.5
Nc1[nH]nc2nc3ccccc3cc12 | 10.7 | 3.0 | -6.2 | -4.6 | -3.1 | 16.8 | 3.8 | -13.6
CCOCCn1c(CN(Cc2ccccc2)Cc2ccccc2)nc2c1c(=O)n(C)c(=O)n2C | -1.1 | 8.3 | 6.0 | -1.8 | 11.9 | -18.8 | 19.0 | 11.8
CC(C)[C@H](NC(=O)c1ccccc1)C(=O)OCC(=O)NCCc1ccc(F)cc1 | 11.1 | -9.2 | 1.2 | 4.2 | 4.0 | -8.7 | 14.6 | 2.9
Fc1ccc(/C=C2\CCCC3=C2Nc2ncnn2C3c2ccc(F)cc2)cc1 (stereo unspecified) | 0.3 | 4.7 | 6.0 | 41.0 | -2.2 | -25.4 | 0.2 | 11.8
COc1ccc([C@H]2CC(=O)C=C(c3ccccc3Oc3ccccc3)C2)cc1 | 3.7 | 14.0 | 13.8 | -2.8 | 8.3 | 13.0 | 28.4 | 0.9
COc1cccc2cc(C(N)=O)/c(=N/NC(=O)COc3ccc(Cl)cc3)oc12 | 4.9 | · | · | 15.8 | · | -4.7 | · | -7.1
COc1ccc(C(=O)OCC(=O)Nc2ccc(F)c(F)c2F)cc1OC | 5.2 | 2.9 | -0.4 | 5.4 | -8.6 | -9.4 | 11.4 | -2.6
O=C(CN(C1CCCCC1)S(=O)(=O)c1ccc(Cl)cc1)NCc1ccncc1 | 16.4 | -1.4 | 6.9 | 4.8 | 3.3 | 1.3 | -8.1 | 1.8
CN1CCC(=O)N([C@H](CN=[N+]=[N-])c2ccccc2)CC1 | 0.1 | -1.5 | 5.8 | -11.8 | -10.4 | -10.6 | -4.0 | -4.3
O=C1c2cccc3cccc(c23)C(=O)N1c1nccs1 | -7.6 | 5.2 | -1.7 | 9.1 | -16.8 | 10.9 | -4.4 | 7.0
O=C(c1ccccc1)N1CCN(c2ccccc2F)CC1 | 1.9 | -4.0 | 0.9 | -1.4 | -12.4 | -24.2 | 3.7 | 6.1
Cc1cc2ccccc2n1CCNC(=O)COc1ccc2ccccc2c1 | 6.2 | -5.2 | 7.8 | -10.5 | 10.2 | -0.4 | 7.6 | 1.0
COc1ccc(/C=C/C(=O)OCC(=O)NCC2CCCO2)cc1 (stereo unspecified) | -9.4 | 1.6 | 1.1 | -11.4 | 16.8 | 26.4 | 6.7 | 5.5
COc1ccc2oc(=O)c(-c3nnc(NCc4ccco4)s3)cc2c1 | -14.3 | 7.8 | -6.5 | -5.6 | 2.2 | -41.0 | -8.4 | -15.4
O=C(OCc1cccc([N+](=O)[O-])c1)c1cccnc1 | 1.7 | -3.9 | 4.7 | -2.1 | -8.4 | -26.5 | -3.1 | -3.1
Cc1cccc(CNS(=O)(=O)c2ccc(-c3cnc(C4CC4)o3)cc2)c1 | 14.1 | -7.1 | 14.5 | 6.0 | -12.0 | 11.6 | 19.8 | -0.4
COc1ccccc1-c1cccc([C@@H]2C[C@H]3[C@@H](CN2)CON3C)c1 | · | -1.3 | 4.0 | · | -3.0 | · | 7.8 | ·
Cc1ccccc1OCC1Cn2c(nc3c2c(=O)n(C)c(=O)n3C)O1 (stereo unspecified) | 10.9 | 7.8 | 7.6 | -5.7 | 4.4 | -3.7 | 2.2 | 1.0
O=C(CCl)N1N=C(c2ccco2)CC1c1cccs1 (stereo unspecified) | · | 7.3 | 2.0 | · | -8.0 | · | 8.9 | ·
C/C(CC(=O)Nc1ccc(N(C)C)cc1)=N\NC(=O)c1ccccn1 | 2.5 | -1.4 | 1.9 | -20.7 | -2.0 | -26.4 | 18.0 | -16.6
O=C(CNC(=O)c1ccc(OC(F)F)cc1)Nc1cccc(S(=O)(=O)N2CCCC2)c1 | 0.0 | 2.4 | -5.2 | 2.2 | -14.6 | 12.0 | 5.3 | -0.9
Cc1ccc(Oc2c(CO)c(-c3ccccc3)nn2C)cc1 | 1.2 | -4.3 | -1.6 | -15.6 | -8.3 | -32.2 | -5.6 | -4.1
COc1cccc(NC(=S)NNC(=O)C(C)n2nc(C)c([N+](=O)[O-])c2C)c1 (stereo unspecified) | 2.0 | 0.8 | 3.2 | -0.7 | -5.2 | 12.6 | 12.8 | 2.0
O=C(c1cccc(Cl)c1)N1CCC(=O)N(C(COCc2ccccc2)Cc2ccccc2)CC1 (stereo unspecified) | -10.1 | 1.1 | 8.4 | 5.6 | 14.4 | 1.1 | 12.3 | 9.7
CC(C)(O)C#Cc1ccc([C@@H]2C[C@H]3CN(c4ccccc4)C(=O)[C@]34CCCN24)s1 | -9.5 | 2.9 | 46.1 | 23.5 | 4.1 | -2.5 | 7.1 | -9.2
O=C(NCc1ccncc1)C(=O)NCC(c1ccco1)N1CCN(c2ccc(F)cc2)CC1 (stereo unspecified) | 7.3 | -6.0 | -1.2 | 0.7 | 14.7 | -46.5 | 7.1 | -0.6
O=C(N[C@@H](c1ccccc1)[C@H](O)c1ccccc1)[C@@H]1CCCN1C(=O)OCc1ccccc1 | 22.5 | -0.5 | -7.9 | -2.3 | -4.8 | 11.8 | -3.1 | 5.0
OC(COCC1COc2ccccc2O1)CN1CCN(c2ccc(F)cc2)CC1 (stereo unspecified) | 3.7 | 0.9 | 24.9 | 15.4 | -5.4 | 4.6 | 1.9 | 12.1
CC(=O)N1c2ccc(S(=O)(=O)N3CCC(C(=O)NC(C)c4ccccc4)CC3)cc2CC1C (stereo unspecified) | 8.8 | 1.3 | -27.2 | -6.6 | 2.9 | -3.6 | -7.9 | -1.1
Cc1ccnc(NC(=O)C2CCN(S(=O)(=O)c3ccc(Cl)c(C(F)(F)F)c3)CC2)c1 | -35.5 | 5.6 | 6.0 | -3.4 | -8.7 | -1.0 | 19.9 | 4.4
NC(=O)c1cccc2c1C(=O)N(C1CCCCC1)C2 | 10.8 | -1.6 | 2.7 | 6.0 | -3.6 | 4.5 | -8.7 | -8.3
Cc1cc(C)n2nc(CNS(=O)(=O)c3ccc(C)c(C)c3)nc2n1 | -0.5 | -4.4 | 5.7 | 12.4 | -1.2 | 9.0 | -1.5 | 1.3

A portion taken from the entries so far, as a working copy:
SMILES | APJ antagonist | CXCR6 block | Gli-Sufu antag | Jurkat NFkB inh | EBI2 block | 697 NFkB inh | CCR6 antagonist | UBC13 inh
O=C(CNC(=O)c1ccc(OC(F)F)cc1)Nc1cccc(S(=O)(=O)N2CCCC2)c1 | 0.0 | 2.4 | -5.2 | 2.2 | -14.6 | 12.0 | 5.3 | -0.9
Cc1ccc(Oc2c(CO)c(-c3ccccc3)nn2C)cc1 | 1.2 | -4.3 | -1.6 | -15.6 | -8.3 | -32.2 | -5.6 | -4.1
COc1cccc(NC(=S)NNC(=O)C(C)n2nc(C)c([N+](=O)[O-])c2C)c1 (stereo unspecified) | 2.0 | 0.8 | 3.2 | -0.7 | -5.2 | 12.6 | 12.8 | 2.0
O=C(c1cccc(Cl)c1)N1CCC(=O)N(C(COCc2ccccc2)Cc2ccccc2)CC1 (stereo unspecified) | -10.1 | 1.1 | 8.4 | 5.6 | 14.4 | 1.1 | 12.3 | 9.7

(next part)
SMILES | APJ antagonist | CXCR6 block | Gli-Sufu antag | Jurkat NFkB inh | EBI2 block | 697 NFkB inh | CCR6 antagonist | UBC13 inh
Cc1c(NC(=O)CSc2nnc(-c3ccncc3)o2)c(=O)n(-c2ccccc2)n1C | -3.9 | 2.6 | 13.4 | -7.4 | 2.7 | -1.2 | 11.1 | -8.8
COc1ccc(/C=C/C2=NC(=C\N(C)C)/C(=O)O2)cc1 | 17.1 | 15.0 | 7.1 | -10.3 | 3.3 | -18.6 | 0.5 | -5.4
COCCN(C(=O)CSc1ccc2c(c1)OCCO2)c1c(N)n(CC(C)C)c(=O)[nH]c1=O | 1.1 | 5.6 | -0.1 | -4.3 | -3.0 | 2.5 | 5.6 | -14.3
O=C(Nc1cccc(-c2cn3ccccc3n2)c1)c1cccc(Cl)c1 | -0.8 | -16.7 | -37.4 | -19.2 | -1.4 | -42.9 | -14.0 | 5.6
COc1ccccc1CN1CC(C(=O)NCc2cc(C(C)C)no2)CCC1=O (stereo unspecified) | 0.1 | 3.9 | -1.9 | -2.9 | 6.6 | -3.5 | 1.9 | 0.2
CC(C)c1nc(CN2CCCCC2)cc(=O)[nH]1 | -23.5 | -1.7 | 2.7 | -5.4 | -7.6 | 20.3 | -13.0 | -1.9
Cc1ccc(NC(=O)C2CCN(S(=O)(=O)c3ccc4c(c3)NC(=O)CO4)CC2)cc1C | -7.8 | -10.1 | -5.3 | 12.7 | 16.3 | 11.9 | 8.0 | -10.4
CN(CC(=O)Nc1cc(C(F)(F)F)ccc1-n1cncn1)Cc1ccccc1N1CCOCC1 | · | -4.2 | 8.9 | · | -1.7 | · | 21.5 | ·
Cc1cc(C)n2c(SCC(=O)Nc3cccc(S(N)(=O)=O)c3)nnc2n1 | 14.5 | -0.7 | 5.5 | -8.3 | 4.7 | 14.3 | 12.9 | -2.0
COc1ccc(C=O)cc1CSc1nnc(COc2cccc3cccnc23)o1 | 5.5 | -2.8 | 6.9 | -14.7 | -0.8 | -8.7 | 25.8 | -12.7
Cc1onc(-c2ccccc2Cl)c1C(=O)Nc1ccccc1O | 2.9 | -3.9 | -3.5 | -8.8 | 2.7 | -1.6 | -5.0 | 7.4
CC(C)(C)NC(=O)C(c1ccc(F)cc1)N(Cc1ccco1)C(=O)CCC(=O)Nc1ccccn1 (stereo unspecified) | 18.5 | 6.6 | -10.9 | 12.9 | 6.0 | -1.2 | 9.2 | 1.8
COc1cccc(C2CC(c3c(F)cccc3Cl)n3nc(N)nc3N2)c1 (stereo unspecified) | 3.3 | -10.7 | 2.4 | -1.0 | -7.4 | 1.3 | 11.5 | 0.9
COc1ccc(N(CC(=O)N/N=C/c2ccc(OC)c(OC)c2)S(=O)(=O)c2ccccc2)cc1 | -22.2 | 12.6 | -0.2 | -4.5 | 7.4 | -5.6 | 13.3 | -4.8
CCCCC(=O)Nc1ccc(NC(=O)c2ccc([N+](=O)[O-])cc2Cl)cc1OC | -10.8 | -11.1 | -19.5 | -11.4 | -2.9 | -22.4 | -11.4 | -2.2
Cc1ccc(NC(=O)CSCc2cc(=O)n3cc(C)sc3n2)cc1 | -5.9 | 1.5 | -10.8 | 3.6 | -1.6 | -14.8 | -0.5 | -1.1
COc1cccc2cc(-c3cc(=O)oc4ccc(OCC(C)=O)cc34)oc12 | 5.0 | 10.1 | 0.8 | -4.3 | -4.8 | 13.3 | -5.8 | 3.2
COc1ccc(OC)c(S(=O)(=O)N2CCC(C(=O)NCCc3ccccc3)CC2)c1 | 17.9 | -4.4 | -1.0 | -4.9 | -9.5 | 10.5 | 1.6 | 4.4
O=[N+]([O-])c1cccc(-c2c[n+]3c(n2-c2ccccc2)SCC3)c1 | 22.2 | -4.4 | -1.7 | -1.9 | 14.5 | -16.4 | 7.0 | 6.9
COc1ccc(OC)c(NC(=O)Nc2c(O)ccc3ccccc23)c1 | 2.5 | -15.0 | 5.1 | -6.5 | -2.6 | -2.1 | 8.5 | 1.3
